GSK3A inh – blockers of GSK3A enzyme activity – biochemical, luminescence, cell-free homogeneous, HTS, primary screen. AID 2650, 2010. inhibition, % at 10 µM. 0.1% of 320,000 active. GSK-3 alpha kinase, ADP-Glo luminescence, 60 min;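 in the data active = inhibition above about 50%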;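 note: GST-tagged GSK-3 alpha with peptide substrate and 25 µM ATP; 0% = DMSO neutral wells and 100% = GW8510 positive control wells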
Target sequence (P49840 whole entry, looked up): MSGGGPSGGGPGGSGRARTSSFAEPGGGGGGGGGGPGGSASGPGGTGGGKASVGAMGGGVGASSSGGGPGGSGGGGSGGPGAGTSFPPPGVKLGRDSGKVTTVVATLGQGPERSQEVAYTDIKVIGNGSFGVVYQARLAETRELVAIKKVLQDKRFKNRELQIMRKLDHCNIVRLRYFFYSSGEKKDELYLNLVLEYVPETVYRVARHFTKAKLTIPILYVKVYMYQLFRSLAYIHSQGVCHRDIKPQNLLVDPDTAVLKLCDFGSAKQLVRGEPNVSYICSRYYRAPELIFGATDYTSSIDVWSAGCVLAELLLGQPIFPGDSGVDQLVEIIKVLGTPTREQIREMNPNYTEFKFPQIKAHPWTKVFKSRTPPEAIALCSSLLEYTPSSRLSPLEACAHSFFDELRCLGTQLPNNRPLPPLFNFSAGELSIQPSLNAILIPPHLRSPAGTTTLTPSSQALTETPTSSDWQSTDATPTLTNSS
PolyA inhibitor – polyadenylation inhibitors in yeast reporter cells, primary screen, luminescence, S. cerevisiae | S. cerevisiae SKY197-pL101 polyadenylation reporter, beta-gal luminescence; efflux-impaired pdr1/pdr3 knockout yeast; score 100 = 6 SD above DMSO | calls only at 12 µM | 0.02% of 300,000 active | AID 1875, 2009;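 active = lowest replicate activity score at least 50, where 100 means six control SD above control mean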;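 note: yeast exposed to compound for 9 h at 30 °C; higher score means more reporter readthrough which indicates perturbed polyadenylation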
KCNK9 block – KCNK9 potassium channel inhibitors, primary screen, HEK293 cells, thallium flux; FluxOR thallium flux fluorescence; stronger effect = lower value; B-score at 10 µM; 1.2% of 310,000 active; AID 488922, 2010;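 active = ratio B-score over 3 SD below the library mean, with starting fluorescence within 5 SD of its mean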;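 note: negative B-score means less thallium flux so channel inhibition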
RGS4 act – RGS4 potentiators or activators, primary screen, cell-based, HEK293 M3R inducible RGS4, calcium flux | 0.92% of 310,000 active | carbachol calcium flux Fluo4; stronger effect = lower value | B-score at 10 µM;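 active = B-score of the integrated calcium signal more than 4 SD below the library mean, with starting fluorescence not abnormally high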;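 note: negative B-score means reduced calcium response which marks RGS4 activation or potentiation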
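Assay system: HEK293 FlpIn-TREx cells, stable M3R, doxycycline-inducible RGS4 / Probe or stimulus: carbachol, ECmax concentration / Times: overnight RGS4 induction, 30 min dye load 37 °C, 20 min compound RT / Signal: kinetic calcium fluorescence imaging with Fluo4-AM dye, 2 µM / Measure: Agonist-evoked peak-minus-minimum fluorescence over baseline, integrated ratio, B score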
KCNQ1 pot – potentiators or activators of KCNQ1 channel, primary screen, cell-based, thallium flux, high-throughput | Potassium voltage-gated channel subfamily KQT member 1 (Homo sapiens), P51787 | CHO-K1 KCNQ1, thallium flux FluxOR fluorescence; stronger effect = higher value | B-score at 10 µM | 0.35% of 310,000 active | AID 2648, 2010;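 active = fluorescence ratio B-score, a plate-corrected score, at least three library SD, with initial intensity B-score within 5 SD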
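System: Stable KCNQ1 CHO-K1 line | Incubation: 90 min dye loading and 20 min compound exposure, both at room temperature | Measure: Ratio B score | Medium: Assay buffer for compound exposure, DMSO matched across wells | Compound dosing: Single-concentration screen | Probe or stimulus: K+/Tl+ depolarizing stimulus | Measured by: Kinetic FluxOR fluorescence, 10 s baseline plus 110 s post-stimulus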
KCNK3 inh – human KCNK3 channel inhibitors, primary screen, CHO cells, FluxOR thallium flux, B-score. FluxOR fluorescence; stronger effect = lower value. AID 602410, 2012. B-score at 10 µM. 0.84% of 340,000 active. Potassium channel subfamily K member 3 (Homo sapiens), O14649;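 active = B-score under library mean minus 4 SD, starting fluorescence ratio at most library mean plus 5 SD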;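 note: more negative B-score means stronger inhibition of thallium flux through KCNK3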
GSK3beta inhib – human GSK3beta kinase inhibitors, primary screen, biochemical, cell-free homogeneous, HTS; Glycogen synthase kinase-3 beta (Homo sapiens), P49841; GST-GSK3beta kinase, ADP-Glo luminescence, 60 min; stronger effect = lower value; activity score (negative = inhibition), % at 10 µM; 0.038% of 300,000 active;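 active = more than half of replicate wells score below -50%, meaning over 50% inhibition versus plate controls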;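 note: 0% = median DMSO wells and -100% = median GW8510 positive control wells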
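test system = GST-tagged human GSK3beta kinase, cell-free | reagent = 25 µM ATP with peptide substrate | dosing = one dose of 10 µM per compound | schedule = 60 min reaction, RT | detection = luminescent ADP-Glo measurement of ADP formed | control set = DMSO neutral wells and GW8510 at 20 µM as positive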
KCNQ1 inh – inhibitors of human KCNQ1 channel, primary screen, cell-based, thallium flux, high-throughput; CHO-K1 KCNQ1, FluxOR thallium flux fluorescence; stronger effect = higher value; B-score at 10 µM; 1.3% of 310,000 active;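 active = compounds whose thallium flux B-score, printed positive for inhibition, exceeds three library SD while starting fluorescence stays within three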;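 note: channel opened by potassium depolarization with thallium stimulus after 20 min compound exposure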
DYRK1A inh – rat Dyrk1A kinase inhibitors, primary screen, biochemical, single point, plate reader. ADP-Glo luminescence, NFATc1 peptide. inhibition, % at 12.5 µM. 0.43% of 310,000 active. AID 504441, 2011; in the data active = inhibition above about 50%;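 note: plate controls were vehicle with enzyme for no effect and no enzyme for full effect; many of its hits are not listed in these tables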
hERG rescue – hERG rescue from dofetilide block, primary screen, cell-based, CHO-hERG, FluxOR thallium flux, dofetilide IC70; dofetilide IC70 present; activation (rescue from dofetilide block), less the hit threshold, % at 10 µM; 0.51% of 310,000 active;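 active = activation above the mean of controls blocked by dofetilide plus 5 SD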;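 note: thallium influx through hERG after potassium depolarization seen as dye fluorescence rise; in these data hits start at about 4.7%; inactives centre near -7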
HDAC3 inh – HDAC3 deacetylase inhibitors, primary screen, biochemical, fluorescence, cell-free homogeneous; Histone deacetylase 3 (Homo sapiens), O15379; recombinant HDAC3, fluorogenic peptide/trypsin coupled; inhibition, % at 8.3 µM; 0.15% of 320,000 active; AID 2718, 2010; in the data active = inhibition above about 26%, passing the limit was not always enough
Target sequence (O15379 whole entry, looked up): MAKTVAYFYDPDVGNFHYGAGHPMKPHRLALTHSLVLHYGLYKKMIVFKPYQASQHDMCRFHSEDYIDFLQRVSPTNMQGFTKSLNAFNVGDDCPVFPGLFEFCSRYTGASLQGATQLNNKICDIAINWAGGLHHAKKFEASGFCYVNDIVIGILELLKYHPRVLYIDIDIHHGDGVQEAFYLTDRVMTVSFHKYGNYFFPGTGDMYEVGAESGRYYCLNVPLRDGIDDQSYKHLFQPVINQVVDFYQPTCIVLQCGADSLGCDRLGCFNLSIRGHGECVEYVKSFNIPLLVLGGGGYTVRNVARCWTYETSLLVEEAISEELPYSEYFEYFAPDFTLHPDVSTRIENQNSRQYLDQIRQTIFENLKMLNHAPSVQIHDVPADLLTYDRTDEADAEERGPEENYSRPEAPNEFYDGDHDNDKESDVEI
Starred values were filed as active, the others as inactive; i = inactive; · = no result given.

SMILES	GSK3A inh	PolyA inhibitor	KCNK9 block	RGS4 act	KCNQ1 pot	KCNK3 inh	GSK3beta inhib	KCNQ1 inh	DYRK1A inh	hERG rescue	HDAC3 inh
CCC(C)(NC(=O)Cc1c[nH]c2ccccc12)C(=O)NC1CCCCC1 (centres undefined)	-3	i	i	i	i	i	2	i	-1	-8	1
Cc1cc([N+](=O)[O-])nn1CC(=O)NCc1cccs1	·	i	i	i	i	i	0	i	-2	-8	·
CCOC(=O)C1=C(C)NC2(O)c3ccccc3C(=O)C12O (centres undefined)	0	i	i	i	i	i	3	i	-1	-5	-6
COc1cc(C(=O)NCCSc2ccc(F)cc2)cc(OC)c1OC	1	i	i	i	i	i	0	i	·	-7	0
CC(c1nnnn1C1CCCCC1)N(Cc1ccccc1)Cc1cccnc1 (centres undefined)	1	i	i	i	i	i	-2	i	5	-7	6
CN(C(=S)Nc1ccc(Oc2ccccc2)cc1)c1ccc(O)cc1	-1	i	i	i	i	i	1	i	-5	-13	9
CCOC(=O)C1(Cc2ccccc2C(F)(F)F)CCN(C2CCN(C(C)C)CC2)CC1	-3	i	i	i	i	i	2	i	3	-19	1
CC1=C(Nc2ccc(C(=O)O)cc2)C(=O)c2ccccc2C1=O	1	i	i	i	i	i	2	i	7	1	1
O=C(/C=C/c1ccccc1)N/C(=C\c1ccco1)C(=O)O	1	i	i	i	i	i	1	i	2	-5	10
CC(=O)c1cc(C(=O)Nc2ccc3ccccc3c2)c(C)o1	1	i	i	i	i	-11*	0	i	3	-4	1
CC(=O)C1C(c2ccc3ncccc3c2)NC(=O)NC1(O)C(F)(F)F (centres undefined)	0	i	i	i	i	i	2	i	-4	-11	0
Cc1ccc(C(=O)N2CCN(C3c4cccc5cccc(c45)C3NS(=O)(=O)c3ccccc3)CC2)cc1 (centres undefined)	-1	i	i	i	i	i	4	i	4	-8	-2
C=CCNC(=O)c1ccc(-c2ccc([N+](=O)[O-])cc2)o1	0	i	i	i	i	i	-2	i	6	-2	4
CCCc1cc(=O)oc2cc(OCc3nn[nH]n3)ccc12	1	i	i	i	i	i	-1	i	0	-9	1
C#Cc1cccc(NC(=O)c2ccc3c(c2)C(=O)N(Cc2cccnc2)C3=O)c1	0	i	i	i	i	i	-4	i	3	-5	-3
CC1(C)CN=c2s/c(=C\c3ccc(Cl)cc3)c(=O)n2C1	6	i	i	i	i	i	-3	i	-6	-11	0
O=C1C=C(c2ccccc2)OC2(CCCC2)O1	-2	i	i	i	i	i	2	i	-5	-16	1
Cc1cc(/C=C2\SC(=S)NC2=O)c(C)n1-c1ccc(O)cc1	6	i	i	i	i	i	-8	i	-2	-22	4
Cc1cc(C)cc(NC(=S)NC(=O)Cc2ccccc2)c1	-4	i	i	i	i	i	-1	i	-5	-4	2
CCOC(=O)c1c(N=CN(C)C)c2cc([N+](=O)[O-])cnc2n1C	2	i	i	i	i	i	-1	i	-4	-11	-1
Cc1cc(C)c2c(C)nn(-c3ccccc3)c2n1	2	i	i	i	i	i	-1	i	-6	-9	-19
COC(=O)CCC(=O)NC(=S)Nc1sc(C)c(C)c1C(N)=O	6	i	i	i	i	i	3	i	3	1	3
COc1ccc(OC)c(NC(=O)CCCc2ccccc2)c1	-3	i	i	i	i	i	-1	i	4	-6	2
CCCOC(=O)c1ccc(NC(=O)/C=C/c2cccs2)cc1	-1	i	i	i	i	i	-1	i	-3	-3	12
COc1ccccc1N(CC1CO1)S(=O)(=O)c1ccccc1 (centres undefined)	-2	i	i	i	i	i	1	i	1	-5	1
COc1cc(OC)c(NC(=O)CC(=O)Nc2cc(Cl)c(OC)cc2OC)cc1Cl	·	i	i	i	i	i	4	i	0	0	1
O=C(Cn1cnc2c(nnn2Cc2ccccc2F)c1=O)OCc1ccccc1	·	i	i	i	i	i	2	i	-1	-10	0
Cc1ccc(N(CC(=O)N2CCn3c2nc2ccccc23)S(=O)(=O)c2c(C)n[nH]c2C)cc1	1	i	i	i	i	i	3	i	·	-14	-1
CCN(CC)CCNC(=O)c1cc(-c2ccco2)nc2ccccc12	-1	i	i	i	i	i	-1	i	-5	-13	-54
COc1ccc(S(=O)(=O)CC2(O)CCN(C(=O)C(C)(C)C)CC2)cc1	0	i	i	i	i	i	7	i	·	-11	-11
O=C(c1cccc(Br)c1)c1cn(-c2ccccc2)nc1C(=O)c1ccccc1	2	i	i	i	i	i	5	i	-8	-13	14
CC(=O)Nc1ccc(S(=O)(=O)N[C@@H](C)C(=O)OCc2ccc(Cl)cc2)cc1	-2	i	i	i	i	i	0	i	0	-6	10
O=C(c1ccc(N2CCOCC2)cc1[N+](=O)[O-])N1CCOCC1	0	i	i	i	i	i	2	i	4	-3	4
CC(=O)Nc1ccc(N2CCc3c(C)c(C#N)c4nc5ccccc5n4c32)cc1	2	i	i	i	i	·	3	i	·	-5	-29
O=C(NC(=S)Nc1ccc(N2CCOCC2)cc1)c1ccccc1	3	i	i	i	i	i	4	i	3	-12	4
COc1ccc(C(OC(=O)c2ccco2)C(=O)NC(C)(C)C)cc1 (centres undefined)	-1	i	i	i	i	i	5	i	-3	-3	0
Cc1ccc(S(=O)(=O)N/N=C/c2cc([N+](=O)[O-])ccc2O)cc1[N+](=O)[O-]	-6	i	i	i	i	i	3	i	-4	-16	3
O=C(COC(=O)CCCN=C1NS(=O)(=O)c2ccccc21)NC(=O)NC1CCCC1	-2	i	i	i	i	i	-2	i	·	-11	1
CCC(=O)c1ccc(CCCCCC(=O)O)s1	-1	i	i	i	i	i	0	i	-4	0	-2
Cc1cc(OCc2cn3cccnc3n2)ccc1Cl	2	i	i	i	i	i	6	i	8	-6	0
O=c1[nH]c2cccnc2n1Cc1ccccc1	·	i	i	i	i	i	-6	i	0	-3	-9
Cc1cc([N+](=O)[O-])nn1CC(=O)N1CCCc2ccccc21	-2	i	i	i	i	i	-2	i	5	-2	·
COc1ccc(-c2cc(C(F)(F)F)n3nc(C(=O)N4CCOCC4)c(Cl)c3n2)cc1	2	i	i	i	i	i	3	i	-5	-2	1
CN(CCn1ccnc1)Cc1cn(-c2ccccc2)nc1-c1ccc2c(c1)OCO2	1	i	i	i	i	i	1	i	·	-31	-2
O=C(O)COc1ccc2oc3c(c2c1)CCCC3	-5	i	i	i	i	i	2	i	13	-4	1
O=C(Nc1nc2c(s1)CCCC2=O)c1cnccn1	-3	i	i	i	i	i	3	i	-1	-12	3
Brc1ccc(C2=CC(c3ccco3)n3ncnc3N2)cc1 (centres undefined)	6	i	i	i	i	i	2	i	5	-13	2
CCOc1ccc(CCNC(=O)CCc2nc(-c3ccc(C)cc3)no2)cc1OCC	-2	i	i	i	i	i	3	i	4	-11	6
CN(C)S(=O)(=O)c1ccc(NC(=O)CNc2cc(S(=O)(=O)N3CCCC3)ccc2OCC(F)(F)F)cc1	-2	i	i	i	i	i	-1	i	6	-6	0
O=C(CN1CCN(Cc2ccccc2)CC1)Nc1ccc(S(=O)(=O)N2CCOCC2)cc1	2	i	i	i	i	i	-2	i	0	-4	-3
CC1(C)CC(NC(=O)CSc2ccccc2)CC(C)(C)N1	·	i	i	i	i	i	0	i	1	-13	3
CCC1CCCCN1C(=S)NCc1ccccc1 (centres undefined)	1	i	i	i	i	i	3	i	-8	-14	-3
O=Cc1cn[nH]c1-c1cccc([N+](=O)[O-])c1	6	i	i	i	i	i	2	i	7	-6	0
COc1ccc(S(=O)(=O)CCC(=O)NC2CCCCC2)cc1	0	i	i	i	i	i	-1	i	0	-2	6
COc1ccc(S(=O)(=O)/C(C#N)=C/Nc2cccc(OC)c2)cc1	-1	i	i	i	i	i	1	i	-5	-11	4
CC(Oc1ccc(Cl)cc1Cl)C(=O)Nc1ccc(N2CCN(C)CC2)cc1 (centres undefined)	-2	i	i	i	i	i	-2	i	5	-10	12
CCOC(CNC(=O)C(=O)NCC(c1ccco1)N1CCN(c2ccc(OC)cc2)CC1)OCC (centres undefined)	-3	i	i	i	i	i	0	i	1	-5	-4
CSc1nc(-c2ccco2)nn1C(=O)CCc1ccccc1	0	·	i	i	i	i	0	i	3	-13	-8
Cn1c(=O)c2c(nc(SCC(=O)N3CCCCCC3)n2C)n(C)c1=O	14	i	i	i	i	i	-1	i	-3	-5	-6
COc1ccc([C@H](C)NC[C@H](O)c2ccc(O)c(NC=O)c2)cc1	1	i	i	i	i	i	-1	i	5	-7	-5
O=C(O)c1cc(Cl)c(Cl)cc1C(=O)Nc1cccnc1	-4	i	i	i	i	·	0	i	·	-8	-5

Some of the entries so far, bar-delimited:
structure | GSK3A inh | PolyA inhibitor | KCNK9 block | RGS4 act | KCNQ1 pot | KCNK3 inh | GSK3beta inhib | KCNQ1 inh | DYRK1A inh | hERG rescue | HDAC3 inh
COc1ccc(S(=O)(=O)/C(C#N)=C/Nc2cccc(OC)c2)cc1 | -1 | i | i | i | i | i | 1 | i | -5 | -11 | 4
CC(Oc1ccc(Cl)cc1Cl)C(=O)Nc1ccc(N2CCN(C)CC2)cc1 (centres undefined) | -2 | i | i | i | i | i | -2 | i | 5 | -10 | 12
CCOC(CNC(=O)C(=O)NCC(c1ccco1)N1CCN(c2ccc(OC)cc2)CC1)OCC (centres undefined) | -3 | i | i | i | i | i | 0 | i | 1 | -5 | -4
CSc1nc(-c2ccco2)nn1C(=O)CCc1ccccc1 | 0 | · | i | i | i | i | 0 | i | 3 | -13 | -8

Bioassay records deposited in PubChem BioAssay by several laboratories.

Only part of the results is shown. The share of hits here may be higher or lower than overall.
